# Bcl-B TR3 displacers: displacers of TR3 peptide from Bcl-B, primary screen, selectivity assay for Bfl-1 inhibitor project, biochemical, fluorescence polarization. FP displacement of FITC-TR3 peptide from Bcl-B; higher % means a stronger effect. displacement, % at 20 µM; hits with a dose series show IC50 in µM. AID 748, 2007. 0.11% of 96,000 active;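 active means displacement above 50% at 20 µM plus a fluorescence interference ratio under 1.5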;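 further: plate controls were wells without compound for no effect and wells lacking Bcl-B protein for full effect; a part of the inactive calls stands beside numbers as strong as those of hits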
# IL1B NFkB inh: inhibitors of IL-1B driven NFkB p65 nuclear import, primary screen, imaging, HUVEC, IL-1B stimulus, high-content imaging | 0.43% of 94,000 active | HUVEC IL-1B NFkB p65 nuclear translocation imaging | AID 796, 2007 | inhibition, % at 2 µM;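 active means inhibition above about 30% together with a positive call from visual inspection of the well image, limit read from the data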;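 further: nuclear over cytoplasmic p65 intensity ratio measured by imaging; 0% = IL-1B stimulated DMSO wells and 100% = unstimulated DMSO wells; values of inactives mirror those of a sister screen read the other way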
# PLAP inhibitors HTS: PLAP enzyme inhibitors, biochemical, luminescence, HTS (AID 690); Alkaline phosphatase, placental type (Homo sapiens); 0.08% of 96,000 active; inhibition, % at 20 µM; hits with a dose series show IC50 in µM; purified PLAP, luminescent substrate; higher % means a stronger effect; in the data active means a potency from the dose series; inactive means the rest, 99 in 100 with inhibition below about 30%; further: strong numbers were not always called active
# MRP reversal: reversal of MRP1-mediated doxorubicin resistance, primary screen, H69AR cells, doxorubicin co-treatment | differential viability (reversal), % at 10 µM | AID 602, 2007 | 0.04% of 85,000 active | H69AR cells + 2 uM doxorubicin, CellTiter-Glo, 72 h;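 active means viability drop by adding the cancer drug above about 55%, with treated viability meeting a 40% cutoff, limit read from the data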;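 further: viability without doxorubicin minus viability with 2 µM doxorubicin for each compound; larger differential means the compound sensitizes cells more to doxorubicin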
# IL1B NFkB pot: enhancers of NFkB p65 translocation in HUVEC – imaging, IL-1B stimulus, high-content imaging, primary screen; 0.3% of 94,000 active; activation, % at 2 µM; HUVEC IL-1B NFkB p65 nuclear translocation imaging;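 active means activation above 40%, about the mean plus 3 SD, also judged a hit on visual image review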;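 further: percent activation is computed from the nuclear over cytoplasmic p65 intensity ratio; values of inactives mirror those of a sister screen read the other way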
# MRP reversal cytotoxicity: also measured in MRP reversal; calls as there; viability, %; H69AR cells, CellTiter-Glo, 72 h; measured here: cytotoxicity without doxorubicin
# MRP reversal with doxorubicin: second read-out of MRP reversal, no call of its own (marks repeat the call); viability, %; measured here: viability with 2 uM doxorubicin; active compounds read low
# IL1B NFkB inh cell count 2 µM: second read-out of IL1B NFkB inh, no call of its own (marks repeat the call); cell count; measured here: cells passing quality filter;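 raw number of nuclei counted in each imaged well without normalization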
# IL1B NFkB pot cell count 2 µM: second read-out of IL1B NFkB pot, no call of its own (marks repeat the call); cell count; measured here: cells passing quality filter
# Numbers without * were called inactive; nt = no result given.
SMILES,Bcl-B TR3 displacers,IL1B NFkB inh,IL1B NFkB inh cell count 2 µM,PLAP inhibitors HTS,MRP reversal,MRP reversal cytotoxicity,MRP reversal with doxorubicin,IL1B NFkB pot,IL1B NFkB pot cell count 2 µM
CCCOc1ccc2c3c(c(=O)oc2c1OCCC)CCCC3,-1%,-11,160,20%,-8,76,83,11,160
CC(Nc1ccc(Br)cn1)c1cc(Cl)ccc1O (stereo not given),0%,0,74,7%,-18,54,72,0,74
CC(C)c1nc2sc3c(NCc4ccco4)ncnc3c2c2c1COC(C)(C)C2,-21%,6,115,-24%,-3,92,95,-6,115
CCCCn1c(SCc2nnc(-c3ccccc3)o2)nc2c1c(=O)n(C)c(=O)n2C,4%,-6,158,-78%,14,80,66,6,158
CC(=O)Nc1cccc(C(=O)Oc2cccc(C)c2)c1O,-4%,nt,nt,8%,nt,nt,nt,nt,nt
Cc1nc2ccccc2n1CC(=O)NCCN1CCOCC1,nt,2,133,nt,11,102,92,-2,133
Cc1ccc(CC2CC(=O)N(c3nc4ccccc4n3C)C2=O)cc1 (stereo not given),6%,-6,196,-71%,4,91,87,6,196
CCOc1ccccc1C(=O)NC(CO)C(=O)O (stereo not given),-4%,-2,180,-7%,-9,100,108,2,180
O=C(NC1CCS(=O)(=O)C1)c1ccc(S(=O)(=O)NCC2CCCO2)cc1 (stereo not given),-6%,-2,140,12%,-7,93,100,2,140
O=C(Nc1ccc(NC(=O)c2ccco2)cc1)c1cnccn1,2%,3,115,9%,-23,61,83,-3,115
CCCCn1cc(C(=O)c2cc(Br)ccc2O)cc(C#N)c1=O,-3%,3,180,-2%,6,95,90,-3,180
CCOC(=O)C1=C(N)OC2=C(C(=O)CC(C)(C)C2)C1c1ccco1 (stereo not given),-3%,-1,164,7%,6,95,89,1,164
O=c1nc(NCc2ccco2)sc2ncccc12,-11%,-8,150,8%,12,94,82,8,150
Nc1nnc(SCC(=O)Nc2ccccc2N2CCOCC2)s1,3%,-19,166,16%,14,88,74,19,166
Cc1c(NC(=O)c2cccc(NC(=O)c3ccco3)c2)cccc1C(=O)O,-8%,4,85,20%,10,96,86,-4,85
CCN(CC)C(=O)C1CC(=O)N(c2ccc(OC)cc2)C1c1ccc(OC)cc1 (stereo not given),-2%,11,161,-39%,2,87,84,-11,161
Cn1nnc2cc(C(=O)Nc3cccnc3)ccc21,-1%,-12,125,-15%,-3,88,91,12,125
Cc1n[nH]c(C)c1S(=O)(=O)N(CC(=O)N1CCc2ccccc21)c1ccc(C(C)C)cc1,-18%,-6,168,-75%,-17,31,47,6,168
COc1cccc(-c2nnc(SCC(N)=O)n2-c2ccc(Cl)cc2)c1,4%,-31,131,-3%,-3,71,74,31,131
COc1ccc(-n2cnc3cc(NCc4cccs4)ccc32)cc1,-12%,9,87,-22%,-7,83,90,-9,87
CCC(=O)N1c2ccccc2NC2=C(C(=O)CCC2)C1c1ccccc1 (stereo not given),-1%,-2,68,-41%,3,93,90,2,68
COc1ccc(C2(O)CCN(C(=O)c3ccc4c(c3)OCO4)CC2)cc1,-1%,nt,nt,-24%,-5,90,96,nt,nt
CCN1C(=O)c2ccc(C(=O)NCc3ccc4c(c3)OCO4)cc2C1=O,nt,-8,104,nt,-7,100,107,8,104
Cc1ccc(-c2cc(C(=O)N/N=C/c3c(C)nn(C)c3C)c3ccccc3n2)cc1C,-24%,-1,176,-62%,nt,nt,nt,1,176
COc1ccc(CCC(=O)NCc2cnn(C)c2)cc1,0%,-15,148,11%,3,97,95,15,148
SMILES,Bcl-B TR3 displacers,IL1B NFkB inh,IL1B NFkB inh cell count 2 µM,PLAP inhibitors HTS,MRP reversal,MRP reversal cytotoxicity,MRP reversal with doxorubicin,IL1B NFkB pot,IL1B NFkB pot cell count 2 µM
CCc1cccc(OCCOCCN2CCCC2)c1,12%,-10,83,20%,4,92,88,10,83
Cc1ccc(S(=O)(=O)CC(=O)Nc2ccc(S(=O)(=O)Nc3onc(C)c3C)cc2)cc1,-5%,-11,164,-2%,7,95,89,11,164
Cc1cccc(Oc2ncnc3onc(C)c23)c1C,-2%,-33,168,16%,nt,nt,nt,33,168
CNc1nc(SCc2ccccc2Cl)nc2c1CCCC2,-4%,nt,nt,-75%,nt,nt,nt,nt,nt
CC1CC1C(=O)Nc1nc(-c2ccccc2)cs1 (stereo not given),5%,-13,151,-6%,0,99,99,13,151
COc1ccc(S(=O)(=O)N2CCCC2C(=O)Nc2nc3c(s2)CCCC3)cc1 (stereo not given),-6%,-4,119,-8%,-2,88,90,4,119
Cc1ccc(S(=O)(=O)N2CCC(C(=O)NCc3ccncc3)CC2)cc1,-4%,-3,144,-11%,0,95,95,3,144
Cc1ccc(C)c(NC(=O)Cn2nnc(C(=O)NCc3cccs3)c2N)c1,-18%,-5,147,24%,nt,nt,nt,5,147
Cc1ccc2c(c1)C(c1ccncc1)=NNC(c1ccc(C(C)C)cc1)=N2,8%,0,122,2%,nt,nt,nt,0,122
O=C(CCC(=O)c1cccs1)NCc1ccc(Cl)cc1,-7%,-12,171,11%,2,99,98,12,171
Cc1ccc(NS(=O)(=O)c2ccc3c(c2)c(=O)n(C)c(=O)n3C)cc1F,1%,-34,77,-26%,4,85,81,34,77
O=C(c1cccs1)N1CCC(c2ccccc2)C1 (stereo not given),-10%,-6,139,25%,17,96,79,6,139
O=C(O)C1CCCN1S(=O)(=O)c1ccc2[nH]c(=O)c(=O)[nH]c2c1 (stereo not given),-1%,-2,160,8%,-12,101,113,2,160
COc1ccc(OCc2nnc(SCC(=O)O)n2N)cc1,1%,8,99,-20%,5,101,96,-8,99
COc1ccccc1Nc1nnc(C)c(=O)[nH]1,-2%,1,154,-9%,5,113,108,-1,154
COc1ccccc1N1CCN(C(=O)CN(Cc2ccc(Cl)cc2)S(C)(=O)=O)CC1,-5%,4,111,-62%,5,87,82,-4,111
O=C(CSc1nc2cc(Cl)ccc2s1)N1CCN(C(=O)c2ccco2)CC1,-1%,-16,124,-30%,-5,83,88,16,124
Cc1cccc(C)c1-n1nnnc1S(=O)(=O)Cc1ccccc1Cl,-1%,-32,141,22%,-15,52,67,32,141
Cc1nc2c(cc(Oc3ccc(S(=O)(=O)N4CCOCC4)cn3)c3ccsc32)s1,-130%,-4,119,-49%,-8,75,83,4,119
CCC1CCCCN1CCCNC(=O)c1ccc(CS(=O)(=O)Cc2ccccc2F)o1 (stereo not given),34%,2,68,-50%,2,105,104,-2,68
Fc1ccc(CNc2ncnc3c2cnn3-c2ccccc2)cc1,-14%,-5,170,12%,15,37,22,5,170
CCOc1ccc(-n2cc(C(=O)NCc3ccco3)c3cc(OC)c(OC)cc3c2=O)cc1,-13%,-3,154,7%,nt,nt,nt,3,154
COc1ccc(-c2noc(CSc3nc4ccccc4c(=O)n3-c3ccc(C)cc3)n2)cc1,7%,4,176,-14%,nt,nt,nt,-4,176
Cc1ccc(C)c(Nc2nc3nonc3nc2N2CCOCC2)c1,-2%,-12,147,-14%,nt,nt,nt,12,147
Cc1cccc(N2CCN(S(=O)(=O)c3ccc4c(c3)CCN4C(=O)CCC(=O)O)CC2)c1C,-14%,-8,133,-34%,-1,90,90,8,133

# 6 compounds drawn at random from those above, as already listed:
SMILES,Bcl-B TR3 displacers,IL1B NFkB inh,IL1B NFkB inh cell count 2 µM,PLAP inhibitors HTS,MRP reversal,MRP reversal cytotoxicity,MRP reversal with doxorubicin,IL1B NFkB pot,IL1B NFkB pot cell count 2 µM
Cc1cccc(C)c1-n1nnnc1S(=O)(=O)Cc1ccccc1Cl,-1%,-32,141,22%,-15,52,67,32,141
CC1CC1C(=O)Nc1nc(-c2ccccc2)cs1 (stereo not given),5%,-13,151,-6%,0,99,99,13,151
O=C(O)C1CCCN1S(=O)(=O)c1ccc2[nH]c(=O)c(=O)[nH]c2c1 (stereo not given),-1%,-2,160,8%,-12,101,113,2,160
Cc1ccc(S(=O)(=O)CC(=O)Nc2ccc(S(=O)(=O)Nc3onc(C)c3C)cc2)cc1,-5%,-11,164,-2%,7,95,89,11,164
COc1ccc(-c2noc(CSc3nc4ccccc4c(=O)n3-c3ccc(C)cc3)n2)cc1,7%,4,176,-14%,nt,nt,nt,-4,176
Cc1cccc(Oc2ncnc3onc(C)c23)c1C,-2%,-33,168,16%,nt,nt,nt,33,168

# Three structures from above, ordered by length of the SMILES, smallest number first:
SMILES,Bcl-B TR3 displacers,IL1B NFkB inh,IL1B NFkB inh cell count 2 µM,PLAP inhibitors HTS,MRP reversal,MRP reversal cytotoxicity,MRP reversal with doxorubicin,IL1B NFkB pot,IL1B NFkB pot cell count 2 µM
CCc1cccc(OCCOCCN2CCCC2)c1,12%,-10,83,20%,4,92,88,10,83
COc1ccc(OCc2nnc(SCC(=O)O)n2N)cc1,1%,8,99,-20%,5,101,96,-8,99
COc1ccc(S(=O)(=O)N2CCCC2C(=O)Nc2nc3c(s2)CCCC3)cc1 (stereo not given),-6%,-4,119,-8%,-2,88,90,4,119

# Additional structures follow.
SMILES,Bcl-B TR3 displacers,IL1B NFkB inh,IL1B NFkB inh cell count 2 µM,PLAP inhibitors HTS,MRP reversal,MRP reversal cytotoxicity,MRP reversal with doxorubicin,IL1B NFkB pot,IL1B NFkB pot cell count 2 µM
O=C(CSc1ccc2ccccc2c1)Nc1ccncc1,3%,1,214,23%,nt,nt,nt,-1,214
COc1cc2c(cc1OC)C1=C(C#N)CCC(=NC(=O)c3ccc(Cl)cc3)N1CC2,-3%,-16,125,1%,nt,nt,nt,16,125
COc1ccccc1C(=O)n1nc(-c2cccnc2)nc1N,6%,nt,nt,-1%,10,103,93,nt,nt
CS(=O)(=O)N1CCN(C(=O)c2cc(-c3cccs3)nc3ccccc23)CC1,2%,-2,109,-34%,10,82,72,2,109
O=C(CCC(=O)c1cccs1)OCc1nc2ccccc2s1,-44%,-9,88,23%,-1,88,90,9,88
O=C(NCCc1ccco1)c1nn(Cc2ccccc2)c(=O)c2ccccc12,-18%,5,207,-5%,-15,73,88,-5,207
COc1ccccc1C(=O)N1CCN(S(=O)(=O)c2ccccc2)CC1,-6%,4,181,-39%,0,79,79,-4,181
COc1cc2c(C(=O)O)c(C)n(CC(C)C)c2c2ccccc12,3%,-4,156,-29%,-7,81,88,4,156
CCN(CC)c1ccc(CNC23CN4CN(CN(C4)C2)C3)cc1,1%,-32,138,7%,1,92,91,32,138
CCOC(=O)c1nn(-c2ccc3c(c2)OCO3)cc1O,8%,4,52,nt,0,90,90,-4,52
Cc1onc(-c2ccccc2Cl)c1C(=O)N1CCN(C(=O)c2ccco2)CC1,0%,6,205,-11%,18,95,77,-6,205

# Source: PubChem BioAssay (several laboratories)

# These rows are one share of the data; the hit share may differ from the screen's.
